# RGS4-Gao reg – modulators of RGS4 binding to Galphao, primary screen, biochemical, multiplexed bead flow cytometry. Guanine nucleotide-binding protein G(o) subunit alpha (Homo sapiens), P09471. actives lie on both sides. binding response (% of control), % at 10 µM. actives 0.33% (n = 220,000). AID 1415, 2008; in the data active = binding response below about 49% or above about 150%; inactive = in between;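 note: fluorescent Galphao activated with aluminum fluoride binding bead-coupled RGS4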
# Target sequence (P09471 whole entry, looked up): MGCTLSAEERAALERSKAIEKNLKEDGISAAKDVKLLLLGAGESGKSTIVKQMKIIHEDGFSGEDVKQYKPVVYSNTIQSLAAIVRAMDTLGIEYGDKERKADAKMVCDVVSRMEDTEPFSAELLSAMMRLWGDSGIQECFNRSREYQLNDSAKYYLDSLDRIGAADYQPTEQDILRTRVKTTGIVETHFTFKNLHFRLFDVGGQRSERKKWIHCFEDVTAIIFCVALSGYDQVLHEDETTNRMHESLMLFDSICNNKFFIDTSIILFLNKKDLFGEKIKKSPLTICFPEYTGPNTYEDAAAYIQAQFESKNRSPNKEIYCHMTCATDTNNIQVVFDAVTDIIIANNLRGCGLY
# RGS8-Gao – RGS8-Galphao binding modulators, primary screen, biochemical, multiplexed bead flow cytometry; actives lie on both sides; actives 0.34% (n = 220,000); response (percent of control binding), % at 10 µM; Guanine nucleotide-binding protein G(o) subunit alpha (Homo sapiens), P09471; in the data active = response below about 60% or above about 140%; inactive = in between;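 note: Galphao activated as the GDP aluminium fluoride complex binding bead-coupled RGS8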
# RGS7-Gao reg – RGS7-Galphao binding modulators, primary screen, biochemical, multiplexed bead flow cytometry; actives lie on both sides; binding response (% of control), % at 10 µM; actives 0.35% (n = 220,000); in the data active = binding response below about 49% or above about 150%; inconclusive = no clear call, values can overlap the other calls; inactive = in between;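 note: fluorescent Galphao held in activated GDP-AlF4 state binding bead-coupled RGS7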
# Mcl1-Noxa inh – Mcl-1/Noxa binding inhibitors, primary screen, biochemical, TR-FRET, 1536-well; Induced myeloid leukemia cell differentiation protein Mcl-1 (Homo sapiens), Q07820; TR-FRET Mcl-1/Noxa peptide binding, 2 h; inhibition, % at 21.7 µM; actives 1.5% (n = 220,000);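 active = compounds that cut the protein-peptide binding signal by more than 50% relative to plate controls in a single-dose test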;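 note: His-tagged Mcl-1 with rhodamine Noxa BH3 peptide and terbium anti-His antibody; 0% = Mcl-1 plus Noxa peptide wells and 100% = peptide-only wells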
# Mcl-1 Bim block – inhibitors of Bim peptide binding to Mcl-1, primary screen, biochemical, bead-based flow cytometry, multiplex; inhibition, % at 10 µM; actives 0.1% (n = 190,000); Bim peptide-Mcl-1 binding;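 note: 0% = no compound tracer wells and 100% = peptide blocker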
# Bcl-XL Bim block – inhibitors of Bim-Bcl-XL binding, primary screen, biochemical, multiplexed, bead flow cytometry, human Bcl-XL. Bim peptide-Bcl-XL binding, fluorescence. inhibition, % at 10 µM. actives 0.04% (n = 190,000). AID 1007, 2008
# Target sequence (Q07817 whole entry, looked up): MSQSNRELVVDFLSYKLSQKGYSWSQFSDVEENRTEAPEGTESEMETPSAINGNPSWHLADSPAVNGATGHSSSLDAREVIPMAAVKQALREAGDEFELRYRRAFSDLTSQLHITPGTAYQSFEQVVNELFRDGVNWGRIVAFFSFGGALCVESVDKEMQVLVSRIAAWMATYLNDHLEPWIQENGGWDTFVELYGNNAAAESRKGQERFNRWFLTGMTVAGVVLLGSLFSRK
# Bim-Bfl-1 – inhibitors of Bim binding to Bfl-1, primary screen, biochemical, multiplexed, bead-based flow cytometry; inhibition, % at 10 µM; actives 0.12% (n = 190,000); AID 1008, 2008; Bim-Bfl-1 binding inhibition; Bcl-2-related protein A1 (Homo sapiens), Q16548;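 note: 0% = wells without compound plus tracer and 100% = blocker peptide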
# Bcl-B Bim block – inhibitors of Bim-Bcl-B binding, primary screen, biochemical, multiplexed, human Bcl-2 family; Bcl-2-like protein 10 (Homo sapiens), Q9HD36; bead-based flow cytometry, Bim peptide-Bcl-B binding; inhibition, % at 10 µM; actives 0.073% (n = 190,000); AID 951, 2007;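 note: 0% = tracer peptide without compound and 100% = reference inhibitor peptide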
# Mcl1 Bid PPI – Mcl-1/Bid binding inhibitors, primary screen, biochemical, TR-FRET, 1536-well; TR-FRET Mcl-1/Bid-Dy647 peptide binding; inhibition, % at 21.7 µM; Induced myeloid leukemia cell differentiation protein Mcl-1 (Homo sapiens), Q07820; actives 0.97% (n = 220,000);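 active = compounds that cut the binding signal by more than half at the single screening dose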;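 note: His-tagged Mcl-1 with europium anti-His antibody binding Bid BH3 peptide; 0% = Mcl-1 plus peptide wells and 100% = peptide-only wells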
# Bcl-W Bim block – inhibitors of Bim binding to Bcl-W, primary screen, biochemical, multiplexed, bead-based flow cytometry. Bim peptide-Bcl-W binding. actives 0.02% (n = 190,000). Bcl-2-like protein 2 (Homo sapiens), Q92843. inhibition, % at 10 µM. AID 952, 2007;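 note: 0% = bound tracer without compound and 100% = peptide blocker; higher means less fluorescent Bim peptide bound to Bcl-W beads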
# Target sequence (Q92843 whole entry, looked up): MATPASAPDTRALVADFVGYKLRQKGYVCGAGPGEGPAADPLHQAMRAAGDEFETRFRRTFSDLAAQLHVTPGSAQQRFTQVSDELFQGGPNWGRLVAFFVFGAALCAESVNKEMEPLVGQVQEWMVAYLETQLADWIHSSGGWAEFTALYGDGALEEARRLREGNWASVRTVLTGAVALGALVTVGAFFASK
# Bcl-2 Bim block – inhibitors of Bim-Bcl-2 binding, primary screen, biochemical, multiplexed, human Bcl-2 family; inhibition, % at 10 µM; AID 950, 2007; actives 0.06% (n = 190,000); Bead-based flow cytometry, Bim peptide-Bcl-2 binding; Apoptosis regulator Bcl-2 (Homo sapiens), P10415; in the data active = inhibition above about 40%; inconclusive = no clear call, values can overlap the other calls;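 note: 0% = no compound wells with probe peptide and 100% = reference peptide inhibitor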
# Target sequence (P10415 whole entry, looked up): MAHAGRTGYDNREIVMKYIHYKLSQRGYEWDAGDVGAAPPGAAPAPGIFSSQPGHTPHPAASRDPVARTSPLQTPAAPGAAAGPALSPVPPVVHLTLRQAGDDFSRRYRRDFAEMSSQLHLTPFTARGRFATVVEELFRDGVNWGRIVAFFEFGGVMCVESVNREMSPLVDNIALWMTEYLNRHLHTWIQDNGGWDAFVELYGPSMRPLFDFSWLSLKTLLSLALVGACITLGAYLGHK
# * = called active by the depositor; ? = inconclusive; . = no result given; [ ] = remark or other dose. Cut-off read from the data, not from the text of the source, unless noted: active = inhibition above about 40%.
Structure,RGS4-Gao reg,RGS8-Gao,RGS7-Gao reg,Mcl1-Noxa inh,Mcl-1 Bim block,Bcl-XL Bim block,Bim-Bfl-1,Bcl-B Bim block,Mcl1 Bid PPI,Bcl-W Bim block,Bcl-2 Bim block
C/C(=N/Nc1nc(-c2ccccc2)cc(-c2ccccc2)n1)c1ccc(N)cc1,102,102,102,0,0,-2,-5,-5,-22,-3,-6
Cn1nccc1NC(=O)Nc1cccc(Cl)c1Cl,96,101,?,15,.,.,.,.,4,.,.
NC(CC(=O)O)c1ccc(F)cc1 (centres undefined),98,85,99,8,-5,-5,-3,-6,12,-5,-8
C/C=C/C=C\C(=O)Nc1cccc(C2=NOC3(C2)C[C@@H](C(N)=O)N(C(=O)c2cc([N+](=O)[O-])cc([N+](=O)[O-])c2)C3)c1 (some centres undefined),98,94,?,49,.,.,.,.,-12,.,.
CCCCN(CC)CCCNC(=O)CC1Oc2ccccc2NC1=O (centres undefined),94,100,94,27,3,0,0,-1,-10,0,-2
N#Cc1c2c(c(NCCCN3CCOCC3)n3c1nc1ccccc13)CCC2,102,99,95,13,3,0,-7,0,-4,1,-4
CCCCCCCCn1cc(C(C)=O)c(=O)[nH]c1=O,100,101,100,-6,-4,0,0,-3,0,-2,-2
Cc1ccc(S(=O)(=O)NCC(=O)N2CCOCC2)cc1,100,99,108,6,-2,-3,-9,-6,-14,0,-7
Fc1cccc(NC(=S)Nc2cccnc2)c1,101,99,97,10,0,0,-3,-7,-42,0,-5
CC(C)OCCCNC(=O)CNC(=O)c1ccc(Cl)c(Cl)c1,102,101,?,6,-1,-1,-5,-5,-17,0,-1
O=C(N/N=C/c1ccco1)c1cc(C2CC2)nc2ccccc12,102,101,102,1,-8,-6,-7,-8,-10,-6,-8
CC1=CC(C)(C)N(C(=O)Nc2ccccc2)c2ccccc21,86,86,81,19,-1,-5,4,2,-19,-3,0
Cc1cc(NC(=O)CS(=O)(=O)c2cn(Cc3ccc(F)cc3)c3ccccc23)no1,102,102,99,5,-1,-3,-9,-11,-22,0,-12
Oc1ccc2ccccc2c1CNc1cnc2ccccc2c1,96,98,94,23,0,-4,-7,-6,-1,0,-8
Cc1ccc(NC(=O)C(C)c2ccc([N+](=O)[O-])cc2)cc1Cl (centres undefined),77,80,83,7,1,-5,0,-4,8,-3,0
N/C(=N\OC(=O)c1ccco1)c1ccc(Cl)cc1,109,101,164*[activator],-12,0,-2,-5,-5,-13,-1,-3
O=C1CC(c2ccc(S(=O)(=O)NCc3ccncc3)cc2)CN1 (centres undefined),92,89,90,14,2,-3,-11,-6,-21,0,-9
O=C1/C(=C\c2ccco2)NC(=S)N1c1ccccc1,97,97,98,58*,3,0,32,-29,-31,8,11
O=C(N/N=C/c1c(O)n(Cc2ccco2)c(=O)[nH]c1=O)c1ccccc1,100,103,?,-63,.,.,.,.,-102,.,.
C/C(=C\c1ccccc1)CN(C)CCN(C)C,103,104,105,3,-4,-3,-16,-5,-2,1,-9
CCOC(=O)c1c(NC(=O)/C=C\C(=O)O)sc(C)c1-c1ccccc1,105,104,110,6,-3,-3,-4,-4,-3,-1,-3
O=C(Nc1ccc(Cl)cc1)Nc1ccccc1NS(=O)(=O)c1cccs1,102,101,103,12,-1,-5,0,0,-71,0,-6
COCCCNC(=O)c1c(F)c(F)c(F)c(F)c1F,104,100,102,6,0,-15,-7,0,-13,2,-2
CCCCN(C(=O)c1cc(=O)[nH]c2ccccc12)c1c(N)n(CCC)c(=O)[nH]c1=O,91,91,?,15,.,.,.,.,-41,.,.

# Two entries drawn at random from those above:
Structure,RGS4-Gao reg,RGS8-Gao,RGS7-Gao reg,Mcl1-Noxa inh,Mcl-1 Bim block,Bcl-XL Bim block,Bim-Bfl-1,Bcl-B Bim block,Mcl1 Bid PPI,Bcl-W Bim block,Bcl-2 Bim block
CCCCN(CC)CCCNC(=O)CC1Oc2ccccc2NC1=O (centres undefined),94,100,94,27,3,0,0,-1,-10,0,-2
CCOC(=O)c1c(NC(=O)/C=C\C(=O)O)sc(C)c1-c1ccccc1,105,104,110,6,-3,-3,-4,-4,-3,-1,-3

# Continuation:
Structure,RGS4-Gao reg,RGS8-Gao,RGS7-Gao reg,Mcl1-Noxa inh,Mcl-1 Bim block,Bcl-XL Bim block,Bim-Bfl-1,Bcl-B Bim block,Mcl1 Bid PPI,Bcl-W Bim block,Bcl-2 Bim block
O=S(=O)(c1ccccc1)N1N=C(c2cccs2)CC1c1ccc(F)cc1 (centres undefined),102,102,106,5,0,-2,-2,-2,17,-1,-3
Cc1cccc(NS(=O)(=O)c2ccc(NC(=O)CN(c3cc([N+](=O)[O-])ccc3C)S(C)(=O)=O)cc2)c1,94,75,93,39,-4,-4,0,-6,25,-3,-1
COc1ccc(O)c(/C=C(\C#N)C(=O)Nc2cccnc2)c1,100,103,100,3,-3,-6,-6,-7,-6,-3,-3
Cc1ccc(Cn2cnc3ccccc32)cc1,105,105,103,9,1,1,4,4,-5,2,5
Cn1cc([N+](=O)[O-])c(C(=O)N/N=C/c2ccccc2)n1,107,107,109,4,25,28,35,22,2,19,26
CCOC(=O)Cc1nnc(NC(=O)c2cccc(OCC)c2)s1,98,95,92,0,-3,-3,-6,-3,-1,0,-4
COc1ccc(S(=O)(=O)Nc2ccc(F)c(F)c2)cc1Cl,101,100,103,0,-1,0,3,0,22,1,0
Oc1c(Cl)cc(Cl)cc1C=Nc1ccc2c(c1)OCCO2,92,92,88,19,-3,-2,1,-4,-20,-1,0
Cn1c(=O)c2c(nc(SCCN3CCOCC3)n2Cc2ccc(F)cc2)n(C)c1=O,139,158*[activator],133,13,-4,-2,-2,-2,-5,-1,-1
CC(=O)NCCOc1ccc(C(=O)O)cc1,99,101,98,0,-4,-5,-6,-3,-16,-6,-9
COc1ccc(C2Nc3ccccc3C(=O)N2NS(=O)(=O)c2ccc(C)cc2)cc1 (centres undefined),112,108,116,12,-1,0,-7,0,-24,0,-1
CC(C)c1cc(-c2cc(-c3ccc(Cl)cc3)on2)nc(NC2CCCC2)n1,107,102,?,10,.,.,.,.,-13,.,.
CN(C)C(=S)Nc1ccc(Cl)cc1,102,101,?,2,.,.,.,.,-4,.,.
O=C(Oc1ccccc1C(=O)Oc1ccccc1)c1ccco1,95,98,99,-9,1,2,0,0,-20,0,1
O=C(CN1CCN(CCC(=O)Nc2ccccc2F)CC1)Nc1ccc(F)cc1,99,103,101,-11,-4,-8,-20,-8,-9,-1,-9
O=C(CNC(=O)c1ccccn1)N/N=C/c1ccccc1,97,99,94,-10,1,0,2,-1,-21,1,3
CCOc1cc(NC(=S)NCCCOC)c(OCC)cc1NC(=O)c1ccco1,107,106,107,7,-9,-9,-7,-11,-25,-8,-4
COC(=O)c1ccc(NC(=O)c2c(C(=O)Nc3ccccc3)sc3nc(C)cc(=O)n23)cc1,99,99,101,-4,1,0,-4,-4,12,-2,0
CC1(C)CC(=O)C2=C(C1)N(c1ccc(F)cc1)C(=O)CC2c1ccccc1 (centres undefined),68,91,69,1,1,3,-9,-4,6,1,-8
O=c1cc(C(F)(F)F)nc(-c2ccccc2)[nH]1,98,101,99,26,-2,0,-3,0,-12,0,-1
O=C(CSc1cccc[n+]1[O-])Nc1ccc(N2CCOCC2)cc1,99,98,?,39,-4,-2,3,5,13,0,-1
S=C(Nc1cccc(Cl)c1)N1CCOCC1,104,103,107,27,-2,-1,-13,-16,-5,1,-7
O=C(NCc1cccnc1)/C(=C/c1ccc(-c2cccc(Cl)c2)o1)S(=O)(=O)c1ccccc1,97,93,98,38,-6,-8,-16,-10,57*,0,-7
N#Cc1c(C(F)(F)F)cc(-c2cccs2)nc1SCc1cccnc1,104,102,102,22,2,2,-2,0,26,9,0
COc1ccc(C(=O)/C=C/c2ccccc2)c(O)c1,100,102,104,-4,4,0,-3,-4,3,2,1
O=C(O)c1ccc(C2SCC(=O)N2Cc2ccccc2)cc1 (centres undefined),105,101,102,10,3,-1,-13,-4,-31,0,0
CCOC(=O)N1CCN(C(=O)/C(=C/c2cccc3ccccc23)NC(=O)c2ccc(OC)cc2)CC1,101,99,107,14,1,-4,-13,-6,-19,0,-3
CC(C)n1nc(C(=O)Nc2cccc(S(=O)(=O)NCc3ccco3)c2)c2ccccc2c1=O,105,104,?,18,.,.,.,.,-34,.,.
COc1ccc(CNC(=O)C(OC(C)=O)c2ccccn2)cc1 (centres undefined),79,87,86,23,0,-2,-2,0,-17,-2,-3
CCCCCc1nnc(NC(=O)OCCC)s1,107,104,103,-11,2,1,0,3,-3,3,0
Cc1nc2ccccc2c(=O)n1/N=C/c1ccccn1,96,96,93,6,-1,0,0,-2,-12,3,2
O=C(Nc1cccc(-c2nnco2)c1)c1cccs1,54,74,?,1,.,.,.,.,2,.,.
O=C1CC(Sc2ncccn2)C(=O)N1c1ccccc1 (centres undefined),98,99,100,-10,0,-2,-11,-2,-13,2,-6
Cc1ccc(C)c(S(=O)(=O)NCc2ccc(C(=O)N3CCCCCC3)cc2)c1,92,79,91,21,4,0,2,5,-6,2,5
CCOc1ccc2[nH]c(=O)c(CN(Cc3cccnc3)C(=O)Nc3ccccc3OC)cc2c1,101,102,101,0,4,0,-9,-2,-12,3,0
CC12CCC(=O)N1C(C(=O)OCC(=O)Nc1ccc(Cl)c(Cl)c1)CS2 (centres undefined),102,105,98,14,-3,-6,-12,-6,4,-3,-5
O=C(CNC(=O)c1cccc(F)c1)N/N=C/c1ccc([N+](=O)[O-])s1,100,101,103,-8,1,-3,-2,-4,-59,0,0
CCCC1(C(=O)OCC)NC(c2ccc(O)cc2)C2C(=O)N(c3ccc4c(c3)OCCO4)C(=O)C21 (centres undefined),95,96,97,4,-1,-15,-10,-6,-22,1,-10
N#C/C(=C\c1ccc(-c2ccc(F)cc2)o1)C(=O)Nc1nc(-c2cccs2)cs1,96,91,95,57*,1,-3,3,0,22,0,-4
CCc1nc2cc([N+](=O)[O-])c([N+](=O)[O-])cc2[nH]1,103,82,102,22,-1,-3,0,-1,8,2,1
CCOc1ccc(N2C(=O)CCC2=O)cc1,100,98,95,6,3,-1,-5,-5,-22,2,-4
CC(C)c1cc(-c2n[nH]c(=S)n2Cc2ccccc2)cs1,102,100,99,-5,-4,-4,-2,-3,-56,-3,-3

# Screening results deposited in PubChem by several laboratories.
